Integrin act MD: integrin-mediated muscular dystrophy alleviation activation. Potency, µM (highest dose often 38.3 µM), inactives show at the top dose activation, usual class: activators. 350,000 compounds, 0.064% hits. alpha7betagal myoblasts, beta-gal FDG fluorescence, 48 h;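 also: potency is read from the fitted curve at half-maximal effect; 100% = response of the positive control SU9516; nearly all actives have a fitted effect of over 60% in size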
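Alpha7betagal+/- myoblasts (passage 13) were plated 16-24 hr, then exposed to compounds (1:260 dilution of DMSO stock) for 48 hours at 37C. After MPER lysis, β-galactosidase reporter activity was read as FDG fluorescence (ex 480/em 540) after 30 minutes.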
PTAP TSG101 blk: blocks PTAP/TSG101 interaction to inhibit HIV-1 budding. Potency, µM (series often up to 115 µM), inactives show at the top dose activity change, negative = inhibition, hits mostly inhibitors. Q99816. 340,000 tested, under 10 active. AID 493005. Fluorescence polarization, FITC-PTAP peptide / Tsg101 binding; active = well fitted inhibition curve with a large enough effect in the main read-out, with a control signal flat, not every such curve was filed as active; inconclusive = small, poorly fitted or top-dose-only effect, or effect the other way, or a change in a side signal; inactive = no such curve, though single readings can be large or run the other way; also: potency is read from the fitted curve at half-maximal effect; % of control where 0% means no effect
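Fluorescence polarization binding of Tsg101 binding domain (10 uM final) to FITC-labeled PTAP peptide (50 nM final) in HEPES pH 7.5 buffer with NaCl, Tween 20, EDTA, TCEP. Compounds added before peptide; binding 20 min at RT.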
MLL CXXC-DNA inh: blocks binding of human MLL CXXC domain to DNA | Potency, µM (top dose mostly 115 µM), inactives show at the top dose activity change, negative = inhibition, hits mostly inhibitors | MLL-CXXC / FITC-HOXA9 DNA fluorescence polarization | AID 2662 | Q03164 | 290,000 compounds, 0.037% hits; active = well fitted inhibition curve with a large enough effect in the polarisation, with a control signal flat, not every such curve was filed as active; inconclusive = small, poorly fitted or top-dose-only effect, or effect the other way, or a change in a side signal; inactive = no such curve, though single readings can be large or run the other way; the % refers to the polarisation; also: potency is read from the fitted curve at half-maximal effect
Target sequence (Q03164 whole entry, looked up, the tested form may be a part): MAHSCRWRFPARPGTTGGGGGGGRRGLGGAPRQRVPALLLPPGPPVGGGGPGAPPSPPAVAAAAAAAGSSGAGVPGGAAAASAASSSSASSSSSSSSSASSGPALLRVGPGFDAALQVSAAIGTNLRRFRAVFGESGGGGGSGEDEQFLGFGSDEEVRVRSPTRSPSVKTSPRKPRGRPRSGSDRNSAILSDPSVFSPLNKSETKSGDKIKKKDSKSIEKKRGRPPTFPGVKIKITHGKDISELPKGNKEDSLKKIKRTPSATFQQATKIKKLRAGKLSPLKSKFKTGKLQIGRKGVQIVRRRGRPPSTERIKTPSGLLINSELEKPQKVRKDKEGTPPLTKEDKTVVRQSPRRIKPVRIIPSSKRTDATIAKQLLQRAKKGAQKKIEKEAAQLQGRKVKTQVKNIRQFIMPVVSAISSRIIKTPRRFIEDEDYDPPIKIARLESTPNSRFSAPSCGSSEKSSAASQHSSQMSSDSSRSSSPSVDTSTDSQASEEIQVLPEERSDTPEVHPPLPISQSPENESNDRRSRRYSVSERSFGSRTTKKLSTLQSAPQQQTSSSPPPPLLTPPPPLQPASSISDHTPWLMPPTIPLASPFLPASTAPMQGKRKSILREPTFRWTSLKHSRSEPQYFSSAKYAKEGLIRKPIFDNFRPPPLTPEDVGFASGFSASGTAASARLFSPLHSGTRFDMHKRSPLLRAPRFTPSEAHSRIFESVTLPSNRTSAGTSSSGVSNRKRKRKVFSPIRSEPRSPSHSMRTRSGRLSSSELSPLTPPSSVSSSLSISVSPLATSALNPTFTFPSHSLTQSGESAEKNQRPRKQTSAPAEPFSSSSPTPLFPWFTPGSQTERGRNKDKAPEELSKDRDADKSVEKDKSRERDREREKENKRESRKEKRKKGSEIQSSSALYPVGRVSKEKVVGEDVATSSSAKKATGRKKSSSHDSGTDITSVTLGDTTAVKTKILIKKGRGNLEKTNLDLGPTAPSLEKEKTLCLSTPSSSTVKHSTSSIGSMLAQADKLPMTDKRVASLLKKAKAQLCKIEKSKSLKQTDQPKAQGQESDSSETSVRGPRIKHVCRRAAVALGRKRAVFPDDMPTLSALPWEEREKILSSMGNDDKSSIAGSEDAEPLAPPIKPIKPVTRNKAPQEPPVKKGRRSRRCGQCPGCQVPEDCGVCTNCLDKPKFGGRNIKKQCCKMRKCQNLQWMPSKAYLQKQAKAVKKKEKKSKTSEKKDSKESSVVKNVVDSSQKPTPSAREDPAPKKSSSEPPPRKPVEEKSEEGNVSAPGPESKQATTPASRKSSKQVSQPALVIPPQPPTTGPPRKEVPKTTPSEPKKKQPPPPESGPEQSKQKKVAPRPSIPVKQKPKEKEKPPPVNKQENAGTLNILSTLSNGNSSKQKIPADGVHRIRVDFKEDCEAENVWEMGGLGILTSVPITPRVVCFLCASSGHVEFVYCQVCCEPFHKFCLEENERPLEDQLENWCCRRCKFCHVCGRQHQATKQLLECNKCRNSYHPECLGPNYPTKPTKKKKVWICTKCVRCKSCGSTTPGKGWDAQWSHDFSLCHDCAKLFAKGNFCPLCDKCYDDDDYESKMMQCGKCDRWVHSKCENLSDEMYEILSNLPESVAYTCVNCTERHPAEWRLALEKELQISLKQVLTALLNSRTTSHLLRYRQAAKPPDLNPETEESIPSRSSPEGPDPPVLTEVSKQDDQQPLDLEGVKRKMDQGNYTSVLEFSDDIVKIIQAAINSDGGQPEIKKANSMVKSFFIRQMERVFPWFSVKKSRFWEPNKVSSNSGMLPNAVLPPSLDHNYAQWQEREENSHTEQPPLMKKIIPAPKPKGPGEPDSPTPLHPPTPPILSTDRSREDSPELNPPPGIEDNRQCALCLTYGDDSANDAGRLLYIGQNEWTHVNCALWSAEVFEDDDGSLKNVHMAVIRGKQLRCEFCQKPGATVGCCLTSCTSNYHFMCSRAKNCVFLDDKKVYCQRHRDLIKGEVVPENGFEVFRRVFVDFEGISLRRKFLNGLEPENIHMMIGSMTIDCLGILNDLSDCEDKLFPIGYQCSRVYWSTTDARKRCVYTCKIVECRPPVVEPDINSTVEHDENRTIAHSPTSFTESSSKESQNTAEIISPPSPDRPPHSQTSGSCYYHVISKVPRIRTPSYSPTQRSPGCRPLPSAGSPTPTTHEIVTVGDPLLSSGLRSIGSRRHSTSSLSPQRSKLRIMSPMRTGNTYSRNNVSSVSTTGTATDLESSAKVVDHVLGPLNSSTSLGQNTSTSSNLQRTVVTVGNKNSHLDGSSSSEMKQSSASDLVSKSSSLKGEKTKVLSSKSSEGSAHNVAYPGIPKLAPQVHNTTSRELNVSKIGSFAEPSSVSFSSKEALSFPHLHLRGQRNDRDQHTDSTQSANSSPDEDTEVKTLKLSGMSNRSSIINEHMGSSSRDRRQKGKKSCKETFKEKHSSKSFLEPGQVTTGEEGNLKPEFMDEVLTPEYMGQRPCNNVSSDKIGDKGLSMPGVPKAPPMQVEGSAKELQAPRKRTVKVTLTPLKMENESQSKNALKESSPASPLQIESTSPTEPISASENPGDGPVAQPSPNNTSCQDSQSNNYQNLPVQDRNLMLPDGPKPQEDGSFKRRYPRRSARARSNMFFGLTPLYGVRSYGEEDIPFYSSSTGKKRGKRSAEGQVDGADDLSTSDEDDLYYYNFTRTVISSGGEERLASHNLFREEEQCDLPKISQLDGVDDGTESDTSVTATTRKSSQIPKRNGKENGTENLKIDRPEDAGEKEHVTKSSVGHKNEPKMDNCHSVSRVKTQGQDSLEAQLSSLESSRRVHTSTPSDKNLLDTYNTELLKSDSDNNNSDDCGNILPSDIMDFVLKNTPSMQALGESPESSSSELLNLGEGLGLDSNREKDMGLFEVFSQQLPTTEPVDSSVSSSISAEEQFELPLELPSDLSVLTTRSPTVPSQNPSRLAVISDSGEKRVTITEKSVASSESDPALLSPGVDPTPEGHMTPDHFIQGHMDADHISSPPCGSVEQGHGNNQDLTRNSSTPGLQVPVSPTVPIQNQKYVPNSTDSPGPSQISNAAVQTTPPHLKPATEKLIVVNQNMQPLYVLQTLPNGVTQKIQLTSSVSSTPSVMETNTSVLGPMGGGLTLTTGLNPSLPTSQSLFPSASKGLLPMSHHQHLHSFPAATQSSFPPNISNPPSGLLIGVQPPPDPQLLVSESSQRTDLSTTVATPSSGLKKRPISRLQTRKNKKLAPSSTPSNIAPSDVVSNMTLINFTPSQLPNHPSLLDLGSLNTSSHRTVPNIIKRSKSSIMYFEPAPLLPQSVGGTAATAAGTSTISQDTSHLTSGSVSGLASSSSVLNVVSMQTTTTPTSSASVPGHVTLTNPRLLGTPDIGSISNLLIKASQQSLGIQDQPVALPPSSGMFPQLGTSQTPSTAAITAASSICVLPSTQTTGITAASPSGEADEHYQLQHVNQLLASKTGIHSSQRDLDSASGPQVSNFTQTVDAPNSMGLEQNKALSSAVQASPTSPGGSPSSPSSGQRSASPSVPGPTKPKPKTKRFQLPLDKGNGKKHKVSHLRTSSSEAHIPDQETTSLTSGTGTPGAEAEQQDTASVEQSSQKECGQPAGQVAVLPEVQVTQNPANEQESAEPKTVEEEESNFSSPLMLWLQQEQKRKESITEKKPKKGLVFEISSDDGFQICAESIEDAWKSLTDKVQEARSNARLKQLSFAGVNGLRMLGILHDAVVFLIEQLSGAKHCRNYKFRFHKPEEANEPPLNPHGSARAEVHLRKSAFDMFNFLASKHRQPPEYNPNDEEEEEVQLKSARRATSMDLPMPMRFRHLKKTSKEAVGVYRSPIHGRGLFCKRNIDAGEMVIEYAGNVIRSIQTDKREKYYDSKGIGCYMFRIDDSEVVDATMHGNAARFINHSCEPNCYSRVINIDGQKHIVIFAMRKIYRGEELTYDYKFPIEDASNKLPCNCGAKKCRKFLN
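Steps: dispense CXXC domain solution (7 uM) → pin compounds or unlabeled HOX-A9 DNA control → 5 min ambient → add FLSN-HOX-A9 solution (50 nM) → spin → 30 min ambient → fluorescence polarization. Tris pH 7.5/NaCl/DTT/BSA buffer.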
TCR act: activates T cell receptor signaling. 330,000 tested, under 10 active. AID 504894. Potency, µM (series often up to 9.22 µM), for inactives: at the top dose activation of IL-2 secretion, usual class: activators. primary human leukocytes, anti-CD3, IL-2 HTRF, 48 h; also: % of control where 0% means no effect
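Compounds are tested in HTS on primary human leukocytes co-incubated with a-CD3 beads for 48 hr. IL-2 output is measured by time-resolved FRET.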
B2AR arrestin: recruits beta-arrestin to the human beta2-adrenergic receptor | P07550 | beta-arrestin recruitment to beta2AR, cell-based reporter | Potency, µM (top dose mostly 46.1 µM), inactives show at the highest dose activation, hits mostly activators | 330,000 compounds, 0.02% hits | AID 492947;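 also: potency is read from the fitted curve at half-maximal effect; 0% = DMSO controls and full agonism = EC100 isoproterenol or metaproterenol; nearly all actives have a fitted effect of over 65% in size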
A-T KAP1 phos: potential ataxia-telangiectasia treatments restoring KAP-1 phosphorylation. Potency, µM (highest dose often 57.5 µM), for inactives: top-dose activation, actives largely listed as activators. 320,000 compounds, 0.19% hits. […] A-T fibroblasts, KAP-1 phosphorylation AlphaLISA; neocarzinostatin DNA damage 30 min before lysis. AID 485349; also: potency is read from the fitted curve at half-maximal effect; % of control where 0% means no effect; nearly all actives have a fitted effect of over 45% in size
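hTERT-immortalized A-T patient fibroblasts ([…]), 500 cells/well in OPTI-MEM, 1% FBS, got compounds for 60 min, then NCS for 30 min at 37C. Lysates were then assayed for phospho-KAP-1 by AlphaLISA (anti-pKAP1 donor, anti-KAP1 acceptor beads), 6 hr at 25C.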
p53 reactivator: re-activators of mutant p53 | Potency, µM (top dose mostly 92.2 µM), for the others: top-dose activity change, positive = activation, hits mostly activators | H1299 p53-A138V BP100-luciferase reporter, luminescence, 24 h | 320,000 compounds, 0.063% hits; also: potency is read from the fitted curve at half-maximal effect; % of control where 0% means no effect; nearly all actives have a fitted effect of over 45% in size
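p53-null H1299 cells stably carrying temperature-sensitive p53-A138V and a BP100-luciferase reporter were pinned with compounds (4-point, 1:5 series) and held 24 hrs at 37 deg C. Luminescence was read 10 min after detection reagent.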
BRCA1 expr act: increases BRCA1 expression; MCF7-BRCA1-FFLuc reporter, luminescence, 48 h; response scale: scaled: vehicle 0%, 10 µM genistein 100%; Potency, µM (top dose mostly 46.1 µM), for the others: at the top dose activation, usual class: activators; 380,000 compounds, 1.1% hits; also: potency is read from the fitted curve at half-maximal effect; nearly all actives have a fitted effect of over 80% in size; some results filed as inactive show a strong effect at the top dose
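Using MCF7 cells harboring a BRCA1 firefly luciferase reporter, plated 2 h before compound pinning, the screen measured luminescence after 48 h incubation. Responses were normalized to DMSO and 10 microM genistein, then fitted for concentration-effect.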
TRPV1 agonist: human TRPV1 agonism; TRPV1-expressing cells, Fluo-8 calcium influx, agonist mode; activation, % at 8.33 µM; 320,000 compounds, 0.19% hits; in the data active = activation above about 80%; inconclusive = between about 30% and that limit; also: 0% is about no effect
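Cells expressing TRPV1 were dye-loaded with Fluo-8 and read kinetically: 10 s baseline, 3 min after compound (agonist portion), then 2 min after EC20 capsaicin (allosteric enhancer portion). Calcium-bound dye fluorescence at 480/520 nm.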
ELG1 DNA repair: inhibitors of ELG1-dependent DNA repair in HEK293T cells; HEK293T ELG1-luciferase reporter, luminescence, 16 h; DNA damage induced by 5-fluorouridine; Potency, µM (highest dose often 46.1 µM), for inactives: at the top dose activity change, negative = inhibition, usual class: inhibitors; 330,000 compounds, 2.3% hits; AID 504467; also: potency is read from the fitted curve at half-maximal effect; % is scaled to controls: 0 for no effect and ±100 for the full control effect; nearly all actives have a fitted effect of over 55% in size
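DMSO vehicle served as the neutral condition. Each well held 2,000 cells given 5-fluorouridine plus compound; after 16 hr at 37 °C/5% CO2, ONE-Glo was added and luciferase measured 30 min later.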
* hit, by the source's call; ? = inconclusive; . = not tested or not shown; [ ] = another dose, or the depositor's remark. Unless noted, calls follow the shape of the dose curve; as a rule, active = well fitted curve in the direction sought with a large enough effect; inconclusive = small, poorly fitted or top-dose-only effect, or another doubt; inactive = no such curve, though single readings can be large; an effect the other way counts as inactive or inconclusive.

Order of results – Integrin act MD	PTAP TSG101 blk	MLL CXXC-DNA inh	TCR act	B2AR arrestin	A-T KAP1 phos	p53 reactivator	BRCA1 expr act	TRPV1 agonist	ELG1 DNA repair
- O=C(CN1CCN(Cc2ccc(F)cc2)CC1)NCCc1ccccc1
    -18.0%	-1.8%	-2.8%	.	-0.2%	4.9%	.	22.7%	-0.1	-9.6%
- Cc1ccc(C)c(NC(=S)Nc2ccc(S(=O)(=O)Nc3ncccn3)cc2)c1
    -0.5%	-0.7%	5.8%	1.6%[46.1 µM]	0.5%	3.8%	5.2%	-5.0%	0.0	1.8%
- O=C(NCCCl)NNc1c(Cl)cc(Cl)cc1Cl
    14.2%	-0.4%	-0.2%	-1.2%	0.0%	0.6%	-2.4%	5.1%	-0.1	3.3%
- CCCCN1C(=O)C(C(=O)OCc2ccccc2)CC2=C1CCCC2=O (configuration not stated)
    15.4%	-3.0%	.	-3.1%	.	.	.	-1.2%	.	.
- COc1ccc(S(=O)(=O)NCCCCCC(=O)NCCCN2CCOCC2)cc1
    23.3%	-3.9%	-1.1%	7.2%	0.0%	-2.2%	-7.0%	-1.9%	-2.8	-5.0%
- COc1ccc(Cc2nnc(SCC(=O)Nc3cc(Cl)ccc3C)[nH]c2=O)cc1
    16.9%	-1.2%	.	4.4%	-0.2%	7.0%	5.5%	23.8%	1.3	8.2%
- COc1ccc(C(=O)Nc2cccc(NC(=O)c3ccc(OC)c(OC)c3)n2)cc1OC
    25.7%	-2.7%	-3.8%	0.1%	0.4%	-2.9%	-0.4%	-10.1%	-3.0	2.91µM*
- Cc1oc2c(c1C(=O)c1ccc(Cl)cc1)C(=O)C(=O)c1ccccc1-2
    -22.1%	0.0%	-7.4%	-0.1%	0.1%	?	-2.3%	-54.8%	-2.8	13.1%
- CC(C)CN(CCCNC(=O)CN1N=C(c2ccc(Cl)cc2)CCC1=O)CC(C)C
    -67.0%[inhibitor]	-9.3%	-7.3%	-3.8%	-0.4%	-9.0%	-4.9%	1.5%	-1.2	0.6%
- CCCS(=O)(=O)N1CCCC(C(=O)N2CCCCC2)C1 (configuration not stated)
    -7.3%	-2.5%	22.1%	-3.5%	-0.2%	-18.2%	2.8%	14.7%	-0.1	21.9%
- Cc1ccc(-c2ccc(/C=C3/NC(=O)NC3=O)o2)cc1[N+](=O)[O-]
    -23.1%	-5.4%	1.1%	2.1%[46.1 µM]	0.1%	0.4%	-11.9%	-5.4%	1.2	-28.8%
- O=C1CCC(=O)N1c1ccc(S(=O)(=O)Nc2cccc([N+](=O)[O-])c2)cc1
    -20.8%	-1.4%	-4.3%	-2.1%	-0.1%	-25.0%	.	11.4%	-6.0	-3.0%
- COC(=O)CC1C(=O)NCCN1C(=S)NC(=O)c1sc2ccccc2c1Cl (configuration not stated)
    2.9%	1.7%	-3.3%	-7.4%	-0.2%	-2.4%	-1.4%	18.4%	-2.0	6.8%
- O=C(NCCN1CCOCC1)c1ccccc1OCc1ccccc1
    0.0%	-1.6%	.	-1.4%	-0.6%	13.9%	14.0%	-20.7%	.	9.6%
- COc1cc2[nH]c(=O)n(Cc3ccc(C(=O)NC4CCN(Cc5ccccc5)CC4)cc3)c(=O)c2cc1OC
    22.0%	0.7%	?	-3.2%	0.2%	5.7%	0.2%	-24.4%	-4.1	?
- COc1ccc(C2/C(=C(/O)c3ccc(Cl)cc3)C(=O)C(=O)N2CCN2CCOCC2)c(OC)c1 (configuration not stated)
    0.7%	-5.8%	-3.2%	-0.5%	0.3%	1.6%	-7.8%	5.0%	-3.1	5.6%
- Cc1ccc(C2(C)NC(=O)N(CC(=O)NC(=O)NC(C)(C)C)C2=O)cc1 (configuration not stated)
    -77.4%[inhibitor]	-5.7%	28.1%	5.4%	-0.7%	-2.9%	-1.8%	-15.7%	0.0	-4.3%
- CCc1sc(C(=O)Nc2ncccc2C)cc1C
    2.7%	-0.6%	11.6%	-3.2%	0.4%	-3.4%	?	72.6%	-0.5	?
- CCOC(=O)c1c(NC(=O)c2ccn(CC)n2)sc2c1CCCC2
    -13.9%	-7.6%	-4.3%	.	0.0%	9.8%	-14.3%	-27.3%	13.3	?
- CCN(CC)S(=O)(=O)c1cc(NC(=O)C2Cc3ccccc3C(=O)O2)ccc1C (configuration not stated)
    -19.1%	-2.5%	4.8%	0.9%	-0.3%	1.1%	5.1%	83.5%	6.9	?
- CCC1(C)SC(NC(C)=O)=NN1C(C)=O (configuration not stated)
    1.2%	1.8%	2.5%	9.8%	-1.1%	1.6%	-0.7%	0.0%	-2.5	7.4%
- COc1cc(CNn2cnnc2)ccc1OCC(=O)NC1CCCCC1
    0.6%	-6.2%	-1.8%	2.3%	0.3%	.	4.0%	0.2%[1.84 µM]	-1.8	10.9%
- COCCNC(=O)CN(c1cc(Cl)ccc1OC)S(=O)(=O)c1ccc(C)c([N+](=O)[O-])c1
    -25.6%	-2.4%	0.9%	-1.2%	-0.2%	6.3%	-0.2%	-17.0%	1.4	6.4%
- O=C(NCCCN1CCCC1=O)c1cccs1
    11.0%	-0.8%	-0.9%	-5.2%	0.3%	0.5%	0.8%	-9.3%	-1.2	13.0%
- COc1ccc(OCC(=O)N/N=C(\C)c2cc3ccccc3o2)cc1
    7.3%	-0.3%	8.7%	-1.7%[46.1 µM]	-0.3%	12.5%	?	89.1%	3.0	?
- CCOc1ccc(C(=O)NCC(c2cccs2)N2CCOCC2)cc1 (configuration not stated)
    0.0%	-0.1%	.	-3.0%	-0.5%	?	-2.9%	10.8%	.	-4.9%
- CCCCC(=O)Nc1ccc(C(=O)NCC(=O)OC)cc1
    -16.7%	-2.8%	-2.9%	4.1%	-0.1%	-1.3%	4.5%	5.8%	0.7	5.1%
- COc1nc(N/N=C/c2ccccc2F)nc(N2CCCCC2)n1
    22.5%	-2.8%	-4.6%	6.6%	0.3%	-16.1%	7.1%	19.7%	?	-14.1%
- COc1cc(C2c3cc4c(cc3OC(Nc3ccc(C(=O)O)cc3)C2C)OCO4)cc(OC)c1OC (configuration not stated)
    -4.9%	-2.9%	.	0.3%	.	.	.	-80.1%	.	.
- CCC1Sc2ccc(S(=O)(=O)CCC(=O)NC3CCCCCC3)cc2NC1=O (configuration not stated)
    ?	-4.8%	8.1%	-0.2%	-0.1%	-6.4%	-6.4%	-33.4%	1.3	?

Order of results – Integrin act MD	PTAP TSG101 blk	MLL CXXC-DNA inh	TCR act	B2AR arrestin	A-T KAP1 phos	p53 reactivator	BRCA1 expr act	TRPV1 agonist	ELG1 DNA repair
- COc1ccc(/C=C/C(=O)c2ccccc2)cc1Cn1nnc2ccccc21
    -56.4%[inhibitor]	1.1%	8.2%	1.6%[46.1 µM]	-0.5%	2.0%	-26.5%	-88.1%[inhibitor]	1.5	14.1%
- Cc1ccc(-c2cc(C(=O)Nc3cc(C)ccc3O)no2)cc1
    -25.1%	1.6%	19.1%	2.2%	-0.5%	-3.6%	4.1%	1.12µM*	-6.4	?
- CC(=O)N1CCN(c2ccc(NC(=O)c3cc(Cl)ccc3Cl)cc2)CC1
    0.0%	-0.6%	-3.9%	-3.2%	0.5%	7.0%	5.3%	-22.3%	3.8	-24.2%
- CCCCC(CC)C(=O)Nc1cc(C(=O)NCCC)ccc1N1CCC2(CC1)CC(c1cccc(Br)c1)=NO2 (configuration not stated)
    21.4%	-1.2%	.	2.9%	-1.4%	-3.5%	17.0%	-0.1%	-1.3	-3.6%
- O=C(NCc1ccc2c(c1)OCO2)c1cnc2ccccn2c1=O
    -16.5%	-6.1%	3.8%	-12.1%	-0.5%	-1.4%	-9.1%	-16.5%	-2.1	12.5%

Four entries already listed, sorted by length of the SMILES, rising:
Order of results – Integrin act MD	PTAP TSG101 blk	MLL CXXC-DNA inh	TCR act	B2AR arrestin	A-T KAP1 phos	p53 reactivator	BRCA1 expr act	TRPV1 agonist	ELG1 DNA repair
- O=C(NCc1ccc2c(c1)OCO2)c1cnc2ccccn2c1=O
    -16.5%	-6.1%	3.8%	-12.1%	-0.5%	-1.4%	-9.1%	-16.5%	-2.1	12.5%
- COc1ccc(/C=C/C(=O)c2ccccc2)cc1Cn1nnc2ccccc21
    -56.4%[inhibitor]	1.1%	8.2%	1.6%[46.1 µM]	-0.5%	2.0%	-26.5%	-88.1%[inhibitor]	1.5	14.1%
- COc1cc(C2c3cc4c(cc3OC(Nc3ccc(C(=O)O)cc3)C2C)OCO4)cc(OC)c1OC (configuration not stated)
    -4.9%	-2.9%	.	0.3%	.	.	.	-80.1%	.	.
- CCCCC(CC)C(=O)Nc1cc(C(=O)NCCC)ccc1N1CCC2(CC1)CC(c1cccc(Br)c1)=NO2 (configuration not stated)
    21.4%	-1.2%	.	2.9%	-1.4%	-3.5%	17.0%	-0.1%	-1.3	-3.6%
